M18AAP inhibitor: blocks P. falciparum M18 aspartyl aminopeptidase. recombinant PfM18AAP, H-Glu-NHMec fluorogenic cleavage. 290,000 compounds, 1.2% hits. inhibition, % at 7.35 µM;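 active = inhibition above the campaign mean inhibition over all tested compounds plus 3 SD, cut at about 28% in these data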;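 note: 0% = plate median of test compound wells and 100% = 2 mM ZnCl2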
NALP1 yeast inh: NALP1 inhibition | inhibition, % at 10 µM | 280,000 compounds, 0.61% hits | S. cerevisiae NALP1/ASC/caspase-1 growth, X-gal OD620, 72 h; in the data active = inhibition mostly above about 24%, no sharp cut-off; inactive = mostly below about 32%; note: some compounds called inactive have numbers as strong as hits
MEKK2wt PB1 HTS: raises or lowers MEK5 binding to wildtype human MEKK2 PB1 domain; Q9Y2U5; bead flow cytometry, Alexa488-MEK5 binding to MEKK2 WT; actives lie on both sides; binding response (% of control), % at 10 µM; 290,000 compounds, 1.1% hits; AID 1531; in the data active = binding response below about 67% or above about 130%
IDE inh: inhibitors of human insulin-degrading enzyme in cells. 320,000 compounds, 0.41% hits. P14735. inhibition, % at 5.59 µM. AID 434962. HEK cells, FAbetaB cleavage, fluorescence polarization;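 active = percent inhibition above the average of all tested compounds plus 3 SD, set per screening campaign, cut at about 16% in these data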;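 note: IDE supplied by intact live HEK cells; FP after avidin binding of uncleaved biotin substrate so inhibition keeps polarization high; 0% = DMSO wells and 100% = 60 µM reference IDE inhibitor Ii1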
IDE act: activators of human insulin-degrading enzyme in cells; P14735; HEK cells, FAbeta-B cleavage, fluorescence polarization; 0% vehicle, 100% cell-free pure enzyme wells; activation, % at 5.96 µM; 340,000 compounds, 0.073% hits; AID 493087;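 active = activation above the mean of all tested compounds plus 3 SD, set per screening campaign, cut at about 17% in these data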
UBC9 SUMO inh: SUMOylation inhibition | P63279 | HTRF SUMOylation assay, SAE1/SAE2 + UBC9, in vitro | inhibition, % at 35 µM | 290,000 compounds, 0.36% hits; in the data active = inhibition above about 50%, passing the limit was not always enough; note: strong numbers were not always called active
Target sequence (P63279 whole entry, looked up): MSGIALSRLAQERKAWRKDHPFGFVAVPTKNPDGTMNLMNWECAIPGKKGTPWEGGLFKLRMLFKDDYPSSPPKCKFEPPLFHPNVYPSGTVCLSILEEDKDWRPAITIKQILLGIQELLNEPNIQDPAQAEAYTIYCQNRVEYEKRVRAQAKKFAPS
MEKK3 PB1 HTS: modulators (inhibitors or enhancers) of MEK5 binding to human MEKK3 PB1 domain. Q99759. bead-based flow cytometry, Alexa488-MEK5 binding to MEKK3; actives lie on both sides; 0 = blocked by unlabeled MEK5, 100 = vehicle. binding response (% of control), % at 10 µM. 290,000 compounds, 1.4% hits;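 active = binding response more than 3 SD above or below the average of its plate-row segment, actives on both sides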;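 note: Alexa488 bead fluorescence after subtracting the streptavidin-only scavenger bead signal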
Target sequence (Q99759 whole entry, looked up, the tested form may be a part): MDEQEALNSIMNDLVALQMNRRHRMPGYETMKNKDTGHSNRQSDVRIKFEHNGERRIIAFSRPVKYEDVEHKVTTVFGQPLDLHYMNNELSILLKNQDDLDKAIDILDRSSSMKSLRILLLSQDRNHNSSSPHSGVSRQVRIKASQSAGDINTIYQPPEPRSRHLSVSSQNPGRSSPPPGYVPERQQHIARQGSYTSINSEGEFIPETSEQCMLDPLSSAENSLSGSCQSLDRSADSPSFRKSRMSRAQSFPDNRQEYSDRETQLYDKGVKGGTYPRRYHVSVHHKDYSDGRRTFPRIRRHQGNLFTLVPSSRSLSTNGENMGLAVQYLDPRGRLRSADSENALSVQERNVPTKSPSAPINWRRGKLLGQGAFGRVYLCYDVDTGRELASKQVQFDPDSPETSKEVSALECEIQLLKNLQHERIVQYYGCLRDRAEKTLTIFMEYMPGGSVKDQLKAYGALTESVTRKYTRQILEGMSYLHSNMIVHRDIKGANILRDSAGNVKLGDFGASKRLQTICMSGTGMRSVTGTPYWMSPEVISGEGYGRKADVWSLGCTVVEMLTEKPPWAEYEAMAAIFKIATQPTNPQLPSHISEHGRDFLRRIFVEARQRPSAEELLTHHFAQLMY
p-CIP stab down: lowers stability of the mouse p/CIP coactivator protein | Q05BA5 | F442A p/CIP-EGFP cells, EGFP fluorescence, 16 h | decrease of EGFP signal, % at 10 µM | 290,000 compounds, 0.01% hits | AID 1984;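 active = EGFP signal decrease of at least 30% at 10 µM or well 3 SD below plate mean, unless failing retest; inactive = the rest, including hits failing retest or dose response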; note: some compounds called inactive have numbers as strong as hits; many of its hits are not listed in these tables
MEKK2 mut-MEK5: signal of MEK5 binding to mutant human MEKK2 PB1 domain | bead flow cytometry, Alexa488-MEK5 binding to MEKK2 mutant | percent response, % at 10 µM | 290,000 compounds, 0.35% hits | AID 1530; in the data active = percent response above about 24%, passing the limit was not always enough; note: inactives centre near 1; some results filed as inactive read as strong as hits; reference of the scale not given here
The depositor's hits bear a star; . = no result given; [ ] = dose if it differs, or a comment. A portion of the library; count on the stated rates, not on these rows.

M18AAP inhibitor | NALP1 yeast inh | MEKK2wt PB1 HTS | IDE inh | IDE act | UBC9 SUMO inh | MEKK3 PB1 HTS | p-CIP stab down | MEKK2 mut-MEK5 | Structure
5 | -9 | 110 | -1 | 3 | 14 | 107 | -10 | 7 | Cn1c(CNC(=O)c2ccc(Cl)cc2)nnc1SCC(=O)NC1CCCC1
-7 | 28 | 105 | -2 | -2 | 27 | 130* | 4 | 1 | CC(=O)OCCCNc1cc(Sc2ccc(C)cc2)c2nonc2c1[N+](=O)[O-]
-7 | -1 | 97 | 5 | 1 | 5 | 101 | -15 | -5 | COc1ccc(/C=C(/C#N)C(=O)NC2CCCCC2)cc1Br
-4 | 11 | 91 | 2 | -1 | 24 | 100 | -9 | -12 | CS(=O)(=O)N1N=C(c2cccs2)CC1c1ccco1 (stereo not given)
-2 | 19 | 90 | 0 | -1 | 18 | 96 | 1 | -3 | COc1ccc(C(=O)Nc2ccccc2C(=O)N(Cc2ccco2)C(C(N)=O)C(C)C)cc1 (stereo not given)
0 | -1 | 98 | 2 | 5 | 11 | 101 | -6 | 2 | N#Cc1ccc(CSc2ncccn2)cc1
-14 | 1 | 152* | -2 | -2 | 13 | 117 | -1 | 30 | COc1ccc(CNC(=S)Nc2ccc3nc(N4CCN(C)CC4)cc(C)c3c2)cc1
25 | 28 | 103 | 3 | 4 | -11 | 99 | -14 | 6 | Cc1ccc(S(=O)(=O)NC(=O)c2cc(C)n(-c3ccc(N(C)C)cc3)c2C)cc1
2 | 16 | 90 | 3 | 0 | -29 | 83 | 13 | -10 | CN1CC(=O)NC1=NC(=O)c1ccc(Cl)c(S(=O)(=O)N2CCCCCC2)c1
0 | 14 | 105 | -1 | 4 | 7 | 102 | 0 | 1 | CCCCOC(=O)c1ccc(OC(=O)N2CCOCC2)cc1

Structures from the list above containing a carbonyl joined to an NH by a bond outside any ring (four):
M18AAP inhibitor | NALP1 yeast inh | MEKK2wt PB1 HTS | IDE inh | IDE act | UBC9 SUMO inh | MEKK3 PB1 HTS | p-CIP stab down | MEKK2 mut-MEK5 | Structure
5 | -9 | 110 | -1 | 3 | 14 | 107 | -10 | 7 | Cn1c(CNC(=O)c2ccc(Cl)cc2)nnc1SCC(=O)NC1CCCC1
-7 | -1 | 97 | 5 | 1 | 5 | 101 | -15 | -5 | COc1ccc(/C=C(/C#N)C(=O)NC2CCCCC2)cc1Br
-2 | 19 | 90 | 0 | -1 | 18 | 96 | 1 | -3 | COc1ccc(C(=O)Nc2ccccc2C(=O)N(Cc2ccco2)C(C(N)=O)C(C)C)cc1 (stereo not given)
25 | 28 | 103 | 3 | 4 | -11 | 99 | -14 | 6 | Cc1ccc(S(=O)(=O)NC(=O)c2cc(C)n(-c3ccc(N(C)C)cc3)c2C)cc1

Further entries.
M18AAP inhibitor | NALP1 yeast inh | MEKK2wt PB1 HTS | IDE inh | IDE act | UBC9 SUMO inh | MEKK3 PB1 HTS | p-CIP stab down | MEKK2 mut-MEK5 | Structure
7 | 22 | 91 | 0 | -8 | -13 | 95 | 6 | -6 | Cn1c(SCC(=O)N2CCOCC2)nnc1-c1ccccc1
7 | 19 | 95 | 8 | 7 | 30 | 94 | 4 | -1 | COc1ccc(C(=O)CSc2nc3cccnc3n2C)cc1
4 | 4 | 105 | 2 | 0 | 2 | 102 | 11 | 0 | CCOC(=O)c1ccc(N2C(=O)c3cccc4c(C(=O)O)ccc(c34)C2=O)cc1
-5 | 9 | 108 | . | 7 | -1 | 102 | 0 | 4 | CC1CCCCN1S(=O)(=O)Cc1ccccc1Cl (stereo not given)
2 | -5 | 79 | 3 | 3 | -8 | 79 | -1 | -21 | CCCC1=NN(C(=O)C(=O)Nc2ccc(Br)cc2)C(O)(C(F)(F)F)C1 (stereo not given)
-1 | 37 | 98 | 0 | 4 | 6 | 111 | -3 | 7 | O=C(NCc1ccc2[nH]c3c(c2c1)CCCC3)c1ccc(S(=O)(=O)N2CCCCC2)cc1
. | . | 103 | -5 | 3 | . | 98 | . | -2 | CCOC(=O)C1Nc2ccc(OC(F)(F)F)cc2C2C=CCC12 (stereo not given)
-2 | -4 | 101 | 0 | 2 | -14 | 100 | -21 | -3 | CC(C)C[C@H](NC(=O)Nc1ccc2c(c1)OCCO2)C(=O)O
4 | 14 | 98 | 6 | 1 | 2 | 95 | -13 | 1 | COc1ccc(NC(=O)CN2CCC(C(N)=O)CC2)cc1
-7 | -17 | 103 | -1 | -1 | 11 | 97 | -14 | 5 | COc1cc(C(=O)NCC2(N3CCCCC3)CCCCC2)ccc1OCC(=O)N1CCOCC1
-4 | 2 | 109 | 1 | 5 | 6 | 107 | 0 | 6 | COc1ccc(N(C(C)=O)c2nc3ccccc3[nH]2)cc1
7 | 14 | 102 | -1 | 1 | 6 | 103 | -8 | 5 | Cc1ccc(C)c2[nH]c(=O)c(C(c3nnnn3CCc3ccccc3)N3CCOCC3)cc12 (stereo not given)
0 | 24 | 109 | -1 | 4 | 1 | 105 | -5 | 6 | COc1cc(S(=O)(=O)N(Cc2ccco2)C2CCCC2)ccc1-n1cnnn1
8 | 22 | 105 | -2 | -4 | 13 | 105 | -4 | 3 | CCCN1CCC(N2CCN(c3ccc([N+](=O)[O-])cc3)CC2)CC1
5 | 30 | 100 | 6 | -3 | 0 | 100 | -3 | 1 | COc1ccc(C2OCC3(CO2)SC(=O)NC3=O)cc1 (stereo not given)
-13 | 8 | 102 | 1 | 0 | 21 | 99 | -7 | 6 | COc1cc(C(=O)N(Cc2ccccn2)CC2CCCO2)cc(OC)c1OC (stereo not given)
0 | -5 | 100 | 9 | 3 | -40 | 100 | 3 | 0 | Cc1ccc(-c2noc(-c3ccccc3Br)n2)cc1
-1 | 20 | 99 | 6 | -5 | -28 | 103 | 10 | 0 | Cc1ccc(OCC(=O)NC(=S)Nc2cccc(NC(=O)c3ccccc3Cl)c2)cc1
9 | 20 | 90 | 8 | -2 | 4 | 88 | -4 | -6 | CC(C)C(c1nnnn1C1CCCC1)N1CCN(C(=O)c2ccco2)CC1 (stereo not given)
0 | 23 | 100 | 1 | -3 | 4 | 100 | -5 | 1 | CCOC(=O)c1oc2ccccc2c1CSc1nnc(-c2ccco2)o1
0 | 6 | 94 | 0 | 2 | 17 | 91 | -13 | -2 | CCOC(=O)CC1C(=O)NCCN1C(=S)Nc1ccccc1 (stereo not given)
-6 | 21 | 94 | -4 | 5 | 8 | 94 | -2 | -6 | COc1ccc(C)cc1NC(=O)C1CCCN(S(=O)(=O)c2cccc3nonc23)C1 (stereo not given)
-3 | 12 | 109 | -2 | 4 | 0 | 108 | 1 | 8 | CCOC(=O)C1CCCN(c2c(Nc3ccc(OCC)cc3)c(=O)c2=O)C1 (stereo not given)
-16 | 20 | 105 | 1 | -2 | 15 | 102 | -8 | 1 | O=[N+]([O-])c1cccc(S(=O)(=O)NC2CC3CCC2C3)c1 (stereo not given)
-8 | 7 | 97 | -5 | 1 | -11 | 97 | 1 | -1 | O=C(COc1ccc(S(=O)(=O)NC2CCCCC2)cc1Cl)NCc1ccc2c(c1)OCO2
-1 | 10 | 108 | 2 | 4 | 1 | 105 | -10 | 12 | CCc1cccc(C)c1NC(=O)c1cccnc1
-3 | 7 | 102 | 1 | 5 | 8 | 100 | -4 | -1 | CCOc1ccc(CCNC(=O)CN2C(=O)c3cccnc3Oc3ccc(Cl)cc32)cc1
6 | 6 | 102 | 5 | 1 | 3 | 104 | -3 | 3 | COC(=O)c1ccc(C2/C(=C(/O)c3ccc4c(c3)CC(C)O4)C(=O)C(=O)N2CCN2CCOCC2)cc1 (stereo not given)
-2 | . | 100 | 5 | 1 | 1 | 96 | 1 | -9 | Cc1ccccc1Cn1nc(C)c(NC(=O)c2cc(CC(C)C)on2)c1C
-1 | 5 | 89 | 2 | 2 | -7 | 90 | 0 | -14 | O=C(CCCCCN1C(=O)CCC1=O)Nc1ccc(Br)cc1F
3 | -10 | 100 | 1 | 4 | -23 | 98 | -7 | -5 | CCCN(CC#CC(O)(c1ccccc1)c1cccnc1)CCC (stereo not given)
0 | 15 | 99 | 0 | 4 | 8 | 100 | -13 | 1 | CCc1ccc(-c2cc(C)no2)cc1S(=O)(=O)N1CCN(c2ccccc2)CC1
-8 | -3 | 94 | -1 | 4 | 24 | 90 | -7 | -9 | O=C(O)Cc1ccc(C(=O)CSc2ccccc2)s1
-1 | 5 | 101 | -1 | 4 | 10 | 99 | -11 | -3 | O=c1nc2ccccn2c2ccc(S(=O)(=O)N3CCCCC3)cc12
-5 | 2 | 96 | 1 | 6 | 4 | 100 | 1 | -1 | C[C@@H](C(=O)Nc1ccc2c(c1)OCCO2)n1nnc2ccccc2c1=O
-1 | -23 | 114 | -5 | 4 | 7 | 98 | -5 | 6 | C#CCOCCOCCOCCNc1nc(N2CCOCC2)nc(N2CCN(C(=O)[C@H](Cc3ccc(O)cc3)n3cc([C@@H](N)C(C)CC)nn3)CC2)n1 (stereo not given in full)
1 | 1 | 103 | . | 3 | -1 | 100 | 4 | 6 | NC(=O)CC(c1ccccc1)c1ccc2c(c1)OCO2 (stereo not given)
4 | 16 | 108 | 7 | -4 | -12 | 105 | -12 | -1 | O=C(NNC(=O)C12CC3CC(CC(C3)C1)C2)c1cnccn1
3 | 13 | 108 | 3 | 5 | 10 | 106 | -14 | 12 | COc1ccc(C(=O)Nc2ccnn2C2CCN(C(=O)c3cccnc3)CC2)cc1
11 | 15 | 98 | -1 | 1 | -8 | 101 | 2 | -4 | Cc1cc(C)nc(SCC(=O)Nc2ccc3c(c2)OCO3)n1
-5 | 5 | 96 | 1 | . | 7 | 100 | -5 | -3 | COCCn1c(-c2cc(OC)c(OC)c(OC)c2)nc2oc3cc(OC)ccc3c(=O)c2c1=O
1 | 14 | 94 | -1 | 1 | 28 | 96 | -15 | 6 | Cc1cc(Br)ccc1OCCCCN1CCCCC1
-10 | 10 | 96 | 11 | 4 | 16 | 98 | -10 | -1 | O=C(CN1C(=O)NC(c2ccccc2)(c2ccccc2)C1=O)NCCNCCO
-1 | 2 | 96 | 6 | 2 | 39 | 100 | 3 | 1 | COc1ccccc1/C=C1\Oc2cc(OC(=O)N3CCOCC3)ccc2C1=O
11 | -14 | 100 | 2 | 3 | 7 | 97 | -7 | -9 | O=C(NNC1=NS(=O)(=O)c2ccccc21)c1ccccc1Cl
7 | -12 | 93 | . | -1 | 24 | 91 | -14 | -2 | COc1ccc(-c2csc(NC(=O)Cc3cccc4ccccc34)c2C(=O)O)cc1
1 | 2 | 102 | 4 | -12 | 39 | 103 | -6 | 6 | CCC(=O)N(CC)C1=C(O)c2ccccc2C(=O)C1=O
-13 | -24 | 103 | -1 | 5 | 10 | 102 | -10 | 2 | O=C(Cn1cnc2c(oc3ccccc32)c1=O)NCC1CCCO1 (stereo not given)
14 | -26 | 109 | -7 | 2 | 26 | 109 | 0 | 4 | CCOC(=O)c1sc(=S)n2c1[nH]c(=O)c1ccc(C(=O)OC)cc12
2 | 13 | 93 | 5 | 0 | 12 | 93 | 0 | 3 | CCCCOc1ccc2c(C)cc(=O)oc2c1OCCCC
-18 | 10 | 106 | 3 | -2 | 7 | 107 | -16 | 3 | CCc1ccccc1OCCOc1ccc(C)cc1OC
17 | 40 | 26*[inhibitor] | 18* | -24 | -7 | 93 | -20 | -23 | CCN1C/C(=C/c2ccc(N3CCOCC3)cc2)C(=O)/C(=C/c2ccc(N3CCOCC3)cc2)C1
13 | 7 | 100 | -5 | 0 | 14 | 103 | -9 | -4 | Cc1ccccc1Nc1nc(CSc2nnc(-c3ccoc3C)n2C)cs1

Screening results: PubChem, several laboratories
